From PubChem BioAssay
sPLA2-III inh: human group III sPLA2 inhibitors, primary screen, biochemical, QFRET, BODIPY PC-A2 liposome substrate; Group 3 secretory phospholipase A2 (Homo sapiens), Q9NZ20; QFRET BODIPY PC-A2 liposome hydrolysis, fluorescence; inhibition, % at 12.2 µM; hit rate 0.56% among 370,000; AID 743126, 2013;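 active = inhibition above mean plus 3 SD of compounds lying within the high and low control bounds, cut at about 19% in these data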;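 note: 0% = median of test compound wells and 100% = no enzyme DMSO wells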
DAX1 inh-1: DAX1 (NR0B1) inhibitors on StAR promoter, primary screen, cell-based, luminescence, SF-1 (NR5A1), full-length DAX-1. HEK293T StAR-luciferase reporter, SF-1/DAX-1 repression relief. inhibition, % at 6.8 µM. hit rate 1.1% among 370,000. AID 652010, 2013;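 active = inhibition above the mean over all tested compounds plus 3 SD, cut at about 3.6% in these data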;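 note: 0% = DAX-1 cells with DMSO and 100% = cells lacking DAX-1 with DMSO; higher inhibition means more luminescence from relief of DAX-1 repression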
ssDAF-12 act: S. stercoralis DAF-12 nuclear receptor activators, primary screen, cell-based, luminescence, HEK293, GRIP1 co-expression, lit1-tk-luc. HEK293 ssDAF-12/GRIP1 lit1-tk-luc reporter; % of 3 µM dafachronic acid response. activation, % at 6.8 µM. hit rate 1% among 370,000;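 active = activation above the mean over all tested compounds plus 3 SD, cut at about 0.9% in these data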;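 note: 0% = DMSO-only wells and 100% = 3 µM delta7-dafachronic acid wells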
GAA850 FXN act: FXN promoter activators, primary screen, cell-based, luciferase luminescence, HEK293 lucGAA850. AID 540364, 2011. HEK293 lucGAA850 FXN promoter luciferase reporter, 24 h; percent of 10 µM SAHA response. activation, % at 6 µM. hit rate 0.56% among 360,000;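 active = activation above the average of all compounds screened plus 3 SD, cutoff fixed separately per campaign, cut at about 7.5% in these data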;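 note: 0% = DMSO wells and 100% = 10 µM SAHA wells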
NPR2 activator: human GC-B receptor activators, primary screen, HEK293 GC-B cells, cGMP TR-FRET, EC30 CNP; 0% at EC30 CNP, 100% saturating CNP; hit rate 0.11% among 370,000; Atrial natriuretic peptide receptor 2 (Homo sapiens), P20594; activation, % at 10 µM;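 active = activation at 10 µM reaching about 35% in either raw or pattern-adjusted values, limit read from the data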
Target sequence (P20594 whole entry, looked up): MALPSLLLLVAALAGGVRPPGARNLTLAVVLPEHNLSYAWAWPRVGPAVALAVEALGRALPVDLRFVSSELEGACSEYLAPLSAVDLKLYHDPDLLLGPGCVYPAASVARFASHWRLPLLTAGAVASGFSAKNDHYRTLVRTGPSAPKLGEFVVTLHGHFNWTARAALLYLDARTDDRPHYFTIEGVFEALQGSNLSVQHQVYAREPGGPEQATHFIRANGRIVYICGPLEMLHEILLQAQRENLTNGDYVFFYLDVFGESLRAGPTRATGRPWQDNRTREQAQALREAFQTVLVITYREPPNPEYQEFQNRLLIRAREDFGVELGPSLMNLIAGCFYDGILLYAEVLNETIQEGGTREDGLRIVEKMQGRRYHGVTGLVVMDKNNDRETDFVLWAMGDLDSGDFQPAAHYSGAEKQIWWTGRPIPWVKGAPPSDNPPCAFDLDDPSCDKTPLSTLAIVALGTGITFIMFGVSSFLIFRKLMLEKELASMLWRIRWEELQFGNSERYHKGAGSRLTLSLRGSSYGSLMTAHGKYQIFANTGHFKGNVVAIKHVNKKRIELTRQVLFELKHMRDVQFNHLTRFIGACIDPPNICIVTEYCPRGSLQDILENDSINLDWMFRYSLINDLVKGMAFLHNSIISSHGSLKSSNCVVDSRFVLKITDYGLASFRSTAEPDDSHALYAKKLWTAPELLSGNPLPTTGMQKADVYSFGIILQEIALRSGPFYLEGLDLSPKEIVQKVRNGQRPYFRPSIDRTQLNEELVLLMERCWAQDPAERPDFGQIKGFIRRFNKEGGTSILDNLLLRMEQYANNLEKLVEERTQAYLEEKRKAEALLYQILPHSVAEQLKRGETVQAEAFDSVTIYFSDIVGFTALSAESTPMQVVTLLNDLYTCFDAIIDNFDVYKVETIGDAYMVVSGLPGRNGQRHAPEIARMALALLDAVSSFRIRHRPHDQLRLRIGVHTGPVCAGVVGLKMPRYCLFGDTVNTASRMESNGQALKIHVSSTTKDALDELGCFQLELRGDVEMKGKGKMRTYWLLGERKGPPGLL
DAX1 inh-2: DAX1 (NR0B1) inhibitors, primary screen, cell-based, HEK293, Gal4-DAX1, luciferase luminescence. HEK293 Gal4-DAX1 luciferase reporter. Nuclear receptor subfamily 0 group B member 1 (Homo sapiens), P51843. AID 504766, 2011. hit rate 0.99% among 340,000. inhibition, % at 6.75 µM;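 active = inhibition above the mean over all tested compounds plus 3 SD, cut at about 4.2% in these data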;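 note: 0% = DAX1-transfected cells with DMSO and 100% = empty-vector control cells with DMSO; inhibition shows as a rise in luminescence from relieved DAX1 repression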
GC-A act: GC-A stimulated cGMP production enhancers – HEK293 GC-A cells, cGMP TR-FRET, EC30 ANP, primary screen; Atrial natriuretic peptide receptor 1 (Homo sapiens), P16066; 0% at EC30 ANP, 100% saturating ANP; activation, % at 10 µM; hit rate 0.14% among 370,000; in the data active = activation above about 40%
hcDAF-12 act: H. contortus DAF-12 nuclear receptor activators, primary screen, cell-based, luminescence, HEK293, lit1-tk-luc reporter; HEK293 hcDAF-12 lit1-tk-luc reporter; 0% DMSO, 100% Δ7-dafachronic acid; activation, % at 6.8 µM; hit rate 1.4% among 370,000;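 active = activation above the mean of all tested compounds plus 3 SD, cut at about 5.5% in these data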;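 note: 100% = response to 3 µM Δ7-dafachronic acid high control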
hgDAF-12 ag: H. glycines DAF-12 receptor agonists, primary screen, cell-based, luminescence, HEK293, GAL4 fusion, UAS-luciferase; Nuclear hormone receptor DAF-12 (Heterodera glycines), GAL4 fusion; HEK293 GAL4-hgDAF12 UAS-luciferase reporter, agonist luminescence; normalized to butyrate control; activation, % at 6.8 µM; hit rate 1.8% among 370,000;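 active = activation above a cutoff set at the mean of all screened compounds plus 3 SD, cut at about 10% in these data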;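 note: 0% = DMSO wells and 100% = sodium butyrate wells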
SMARCA2 act: SMARCA2 (BRM) function activators, primary screen, cell-based, luminescence, high throughput; MG213 cells, MMTV-luciferase reporter, dexamethasone, overnight; activation, % at 9.1 µM; hit rate 1% among 370,000; in the data active = activation above about 7.8%;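 note: 0% = vehicle wells and 100% = reference activator wells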
ADAM10 inh: human ADAM10 inhibitors, primary screen, biochemical, QFRET, HTS; Disintegrin and metalloproteinase domain-containing protein 10 (Homo sapiens), O14672; recombinant ADAM10, EDANS/DABCYL FRET peptide cleavage, 3 h; inhibition, % at 7 µM; hit rate 0.62% among 370,000;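 active = inhibition above a per-campaign cutoff equal to the mean of compounds falling between control-based bounds plus 3 SD, cut at about 20% in these data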;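 note: 0% = DMSO wells while the 100% control is not disclosed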
Numbers without * were called inactive; i = inactive; x = not tested or not shown.

(1) O=C(CSc1ccc2nnc(-c3ccccn3)n2n1)Nc1ccccc1C(F)(F)F
(2) O=C(O)CCC(=O)NN1C(=O)c2ccccc2NC1c1ccco1 (centres undefined)
(3) C=CCOC(=O)C1=C(C)Nc2ncnn2C1c1cc(Br)ccc1F (centres undefined)
(4) O=C(NC1CC1)C1=C[C@@H](c2csc3ccccc23)C[C@@H](OCCCCO)O1
(5) COc1ccc2c(c1)c(=O)oc1c(C)c(OC(C)C(=O)NCC3CCC(C(=O)O)CC3)ccc12 (centres undefined)
(6) CCCCC(=O)Nc1ccc(C(=O)NCC(=O)OC)cc1
Assay by compound,1,2,3,4,5,6
sPLA2-III inh,9,4,-4,-1,6,0
DAX1 inh-1,-0.6,0.1,0.2,0.4,0.1,-0.6
ssDAF-12 act,-0.4,-1.9,-1.3,-1.3,-0.9,-0.8
GAA850 FXN act,3.8,-0.9,-2.3,0.0,-3.1,-3.4
NPR2 activator,5,-3,-18,4,1,4
DAX1 inh-2,-0.3,0.3,-0.8,-0.1,3.3,-0.5
GC-A act,-2,3,-20,-1,5,1
hcDAF-12 act,-0.9,3.3,-1.4,0.2,-0.8,-1.7
hgDAF-12 ag,-0.4,1.7,-2.7,-1.1,-0.3,-0.2
SMARCA2 act,-1,-2,-2,0,-1,-2
ADAM10 inh,-33,i,0,4,i,-2

(7) CC(=O)Nc1oc(-c2cccc3ccccc23)nc1C#N
(8) Oc1ccc2sc(-c3ccccc3O)c(-c3ccc(OCCN4CCCCC4)cc3)c2c1
(9) Cc1cccc(CS(=O)(=O)Cc2ccc(C(=O)NCc3ccccc3)o2)c1
(10) CC(C)c1cccc(C2=CC(=O)C[C@H](c3ccc(F)cc3)C2)c1
(11) O=C(COC(=O)CCc1c[nH]c2ccccc12)Nc1ccccc1
(12) O=C1CN(Cc2ccccc2)CC(=O)N1
Assay by compound,7,8,9,10,11,12
sPLA2-III inh,-6,-28,-9,-4,-92,-2
DAX1 inh-1,-0.2,0.5,-2.0,0.0,0.5,-0.9
ssDAF-12 act,-1.2,-1.5,-1.2,-1.4,-0.4,0.2
GAA850 FXN act,-0.7,x,-0.1,0.1,1.4,0.8
NPR2 activator,-1,4,6,2,-7,8
DAX1 inh-2,1.8,x,-0.3,-0.4,0.7,0.4
GC-A act,5,1,0,1,2,5
hcDAF-12 act,-1.2,1.4,-1.5,-1.7,3.7,0.6
hgDAF-12 ag,-2.1,0.6,-0.6,1.7,-0.1,-1.0
SMARCA2 act,2,7,-1,0,-2,-2
ADAM10 inh,i,-10,-3,4,-10,-6

(13) COc1ccc(C2=NS(=O)(=O)N(C)C(C(=O)NCc3ccccn3)=C2)cc1
(14) CC(C)c1ccc(NC(=O)CN(C)C2=NS(=O)(=O)c3ccccc32)cc1
(15) COc1ccc2nc(NC(=S)N(C)C)sc2c1
(16) Cc1cc(S(=O)(=O)N2CCC(NC(=O)C34CC5CC(CC(C5)C3)C4)CC2)ccc1-n1cnnn1
(17) CC(=O)Nc1ccc(NC(=O)CN(c2ccccc2Cl)S(C)(=O)=O)cc1
(18) O=S(=O)(c1ccc(-c2cc(C(F)(F)F)on2)s1)N1CCCC1
Assay by compound,13,14,15,16,17,18
sPLA2-III inh,5,-1,3,6,-2,-4
DAX1 inh-1,-0.3,-0.7,-0.2,-0.3,1.5,0.0
ssDAF-12 act,-2.4,-1.6,-0.7,-0.8,-1.1,-1.9
GAA850 FXN act,0.3,-1.0,1.7,0.5,2.8,2.8
NPR2 activator,5,-1,2,-1,1,0
DAX1 inh-2,-0.6,1.4,-2.2,-0.1,0.5,0.1
GC-A act,18,6,8,6,0,0
hcDAF-12 act,-2.9,0.7,2.2,-1.5,0.3,-1.6
hgDAF-12 ag,-3.8,-1.9,1.9,2.5,-0.2,0.3
SMARCA2 act,-4,-2,-3,-4,-3,-1
ADAM10 inh,-23,-9,6,-6,1,8

Only GC-A act, for some of the entries so far:
entry	SMILES	GC-A act
9	Cc1cccc(CS(=O)(=O)Cc2ccc(C(=O)NCc3ccccc3)o2)c1	0
10	CC(C)c1cccc(C2=CC(=O)C[C@H](c3ccc(F)cc3)C2)c1	1

Following part.
(19) COC(=O)C[C@H]1CC[C@H](NC(=O)c2ccc(F)cc2)[C@@H](CO)O1
(20) COCCNC(=O)CCc1nnc(Cc2ccc(-c3ccccc3)cc2)o1
(21) O=C(Nc1nc2ccc(Br)cc2s1)c1ccco1
(22) CN(c1ccccc1)S(=O)(=O)c1ccc(NC(=O)CC(=O)c2ccccc2)cc1
(23) CC(=O)OC1c2ccccc2C(=O)N1c1ccccc1C (centres undefined)
(24) Cc1nc2ccc(S(=O)(=O)N(C)CC(=O)NCc3ccc4c(c3)OCO4)cc2s1
Assay by compound,19,20,21,22,23,24
sPLA2-III inh,0,-2,-20,-9,5,-6
DAX1 inh-1,0.4,0.0,2.6,-1.2,-0.3,0.0
ssDAF-12 act,-0.6,-1.8,0.8,-0.7,-0.7,-1.8
GAA850 FXN act,x,-0.5,0.7,-0.1,-0.4,0.4
NPR2 activator,3,-3,-4,3,4,-2
DAX1 inh-2,x,2.1,1.1,0.0,0.0,-0.9
GC-A act,3,3,4,0,0,8
hcDAF-12 act,1.2,-1.8,6.1*,-1.8,-1.3,-1.2
hgDAF-12 ag,0.0,-0.1,13*,0.8,-1.3,-2.8
SMARCA2 act,-3,-2,4,-1,0,0
ADAM10 inh,-4,-2,-19,2,-3,-1

(25) C/C(N)=C(/C#N)C(=O)COC(=O)CCC1CCCC1
(26) CCCCn1c(-c2ccccc2)nnc1-c1ccccc1
(27) NC1=NC(=O)C(CC(=O)c2ccc(Cl)cc2)S1 (centres undefined)
(28) O=C(c1cc(-c2ccc(Cl)c(Cl)c2)on1)N1CCCCCC1
(29) CC(C)CN(C(=O)COC(=O)CCCc1c[nH]c2ccccc12)c1c(N)n(Cc2ccccc2)c(=O)[nH]c1=O
(30) COC(=O)CN1C(=O)C(O)(CC(=O)c2ccccc2)c2ccccc21 (centres undefined)
Assay by compound,25,26,27,28,29,30
sPLA2-III inh,-5,-2,6,-1,-83,-2
DAX1 inh-1,0.4,-0.7,0.1,0.5,0.3,-0.2
ssDAF-12 act,-0.7,-0.2,-0.5,-0.4,-1.3,-0.8
GAA850 FXN act,1.1,-0.7,-1.4,1.9,-1.8,0.3
NPR2 activator,0,-8,-2,-1,-1,5
DAX1 inh-2,-0.6,0.0,0.0,0.9,2.4,0.4
GC-A act,6,-7,5,2,-4,3
hcDAF-12 act,0.2,-1.0,1.5,1.0,-1.3,0.5
hgDAF-12 ag,-2.2,3.7,-0.6,3.6,-0.2,1.5
SMARCA2 act,-1,1,-2,2,3,0
ADAM10 inh,4,-1,7,9,-3,-4

(31) Nc1ccc(OCc2ccccc2)cc1
(32) CCCCCCSc1ccc([C@H]2N[C@@](CC(C)C)(C(=O)OC)[C@H]3C(=O)N(CC)C(=O)[C@@H]23)cc1
(33) CCOC(=O)Cc1csc(NC(=O)CSc2ncnc3c2cnn3-c2ccccc2Cl)n1
(34) COc1ccccc1NC(=O)C[n+]1ccccc1C
(35) Cc1nn(Cc2ccc(F)cc2)c(C)c1NC(=O)c1nn(C)cc1Cl
(36) COc1ccc(OCc2cccc(C(=O)Nc3ccc(CN4CCCCC4)cc3)c2)cc1
Assay by compound,31,32,33,34,35,36
sPLA2-III inh,13,10,-19,-7,5,-18
DAX1 inh-1,0.9,0.1,-0.7,-0.3,0.5,2.7
ssDAF-12 act,-0.7,-1.1,-1.6,-0.8,-1.3,-0.6
GAA850 FXN act,-1.0,2.7,-5.2,1.4,-2.4,5.3
NPR2 activator,0,-11,-2,3,0,0
DAX1 inh-2,4.2,0.6,-2.4,-0.2,-0.3,-2.2
GC-A act,1,4,2,4,3,1
hcDAF-12 act,-2.1,-0.7,-1.8,-0.4,-2.3,3.6
hgDAF-12 ag,5.0,1.0,0.3,2.2,-1.3,9.9
SMARCA2 act,-1,0,-7,1,-2,9.9*
ADAM10 inh,-9,0,26*,-6,4,-3

Quoted from the listing.
In NPR2 activator, Nc1ccc(OCc2ccccc2)cc1 reads 0
In hgDAF-12 ag, CCOC(=O)Cc1csc(NC(=O)CSc2ncnc3c2cnn3-c2ccccc2Cl)n1 reads 0.3

(further entries)
(37) COc1ccc([C@H]2CC(=O)C=C(/C=C/c3ccc(Cl)cc3)C2)cc1
(38) CCOC(=O)C1CCCCN1C(=O)c1ccc2nc(Cc3ccc(OC)cc3)oc2c1 (centres undefined)
(39) CCOc1ccc(C(=O)N2CCN(c3ncccn3)CC2)cc1
(40) CCN(CC)CCOc1c(Br)ccc2c1sc1nc3n(c(=O)c12)CCC3
(41) C=CCN1CCOc2ccc(C)cc2S1(=O)=O
(42) CCOC(=O)c1c(C)[nH]c(C(=O)COC(=O)CCC(=O)c2ccc3c(c2)OCCO3)c1C
Assay by compound,37,38,39,40,41,42
sPLA2-III inh,11,-60,0,5,3,-42
DAX1 inh-1,-0.4,-0.2,-0.2,0.3,-0.2,0.1
ssDAF-12 act,-1.1,-1.0,-1.9,-0.2,-1.2,-1.1
GAA850 FXN act,0.7,1.1,x,0.7,1.5,1.4
NPR2 activator,1,1,1,-10,4,-6
DAX1 inh-2,1.5,0.9,0.3,2.6,0.3,0.4
GC-A act,2,6,1,11,0,6
hcDAF-12 act,-1.5,-3.4,-2.4,1.1,-1.0,-0.7
hgDAF-12 ag,1.1,-1.9,-1.6,6.0,0.7,4.4
SMARCA2 act,0,-3,1,5,0,-2
ADAM10 inh,2,-1,-1,-1,15,2
